# Mtb BioA inh: inhibitors of Mycobacterium tuberculosis BioA enzyme. hit rate 0.096% among 360,000. inhibition, % at 9.99 µM. AID 602481. purified M. tuberculosis BioA enzyme, plate reader; in the data active = inhibition above about 40%; inconclusive = no clear call, values can overlap the other calls
# VHR inh abs: inhibitors of human VHR1 phosphatase (DUSP3); hit rate 0.52% among 290,000; inhibition, % at 13.3 µM; recombinant VHR phosphatase, pNPP absorbance; in the data active = inhibition above about 50%; note: some compounds called inactive have numbers as strong as hits
# Target sequence (P51452 whole entry, looked up): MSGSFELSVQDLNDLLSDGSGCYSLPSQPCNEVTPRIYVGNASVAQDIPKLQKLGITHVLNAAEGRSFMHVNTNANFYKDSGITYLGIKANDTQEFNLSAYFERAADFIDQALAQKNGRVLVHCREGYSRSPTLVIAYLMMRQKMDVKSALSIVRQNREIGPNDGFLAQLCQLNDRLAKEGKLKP
# MazF activator: increases E. coli MazEF RNase cleavage of RNA; P0AE70; FAM/BHQ RNA-DNA oligo cleavage fluorescence, 5 h; activation, % at 20 µM; hit rate 0.32% among 350,000; in the data active = activation above about 50%
# Target sequence (P0AE70 whole entry, looked up): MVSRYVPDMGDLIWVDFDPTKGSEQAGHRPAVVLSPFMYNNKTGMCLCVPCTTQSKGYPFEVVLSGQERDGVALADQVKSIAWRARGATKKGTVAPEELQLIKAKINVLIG
# Rv3671c protease: inhibitors of M. tuberculosis serine protease Rv3671c. P9WHR9. inhibition, % at 5.96 µM. hit rate 0.048% among 320,000. AID 2606; in the data active = inhibition above about 38%;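 note: extracellular domain of Rv3671c used as enzyme; 0% = enzyme with DMSO and 100% = no enzyme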
# Target sequence (P9WHR9 whole entry, looked up, the tested form may be a part): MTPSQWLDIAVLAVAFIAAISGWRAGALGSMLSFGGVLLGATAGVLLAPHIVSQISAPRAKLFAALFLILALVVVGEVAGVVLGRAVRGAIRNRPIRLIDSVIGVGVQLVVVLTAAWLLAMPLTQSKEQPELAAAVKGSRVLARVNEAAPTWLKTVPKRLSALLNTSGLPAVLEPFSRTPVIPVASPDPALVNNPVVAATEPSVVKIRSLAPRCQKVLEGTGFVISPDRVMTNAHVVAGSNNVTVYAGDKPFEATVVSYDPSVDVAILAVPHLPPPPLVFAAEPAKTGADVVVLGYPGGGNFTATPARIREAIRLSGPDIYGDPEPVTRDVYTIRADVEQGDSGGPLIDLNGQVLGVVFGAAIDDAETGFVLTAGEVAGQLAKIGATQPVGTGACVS
# Mtb FBA inh: Mtb fructose-bisphosphate aldolase inhibition. purified M. tuberculosis FBA, fluorescence read-out. P9WQA3. AID 588726. hit rate 2.3% among 360,000. inhibition, % at 1 µM; in the data active = inhibition above about 27%;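 note: 0% = vehicle and 100% = reference inhibitor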
# GDH-TPI inh: inhibits GDH-TPI coupling enzymes, artifact for Mtb FBA screen | GDH-TPI coupled enzyme counterscreen, NADH absorbance | inhibition, % at 4.8 µM | hit rate 1.2% among 360,000;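 note: 0% = DMSO wells and 100% = wells lacking the enzyme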
# UGM FP inh: inhibitors of M. tuberculosis UDP-galactopyranose mutase; P9WIQ1; purified UGM, fluorescence polarization probe displacement; inhibition, % at 10 µM; hit rate 0.06% among 320,000; in the data active = inhibition above about 10%, passing the limit was not always enough; inconclusive = no clear call, values can overlap the other calls
# BoNT-F LC inh: inhibitors of Botulinum neurotoxin F light chain protease; Multiplex microsphere protease cleavage assay, flow cytometry; inhibition, % at 10 µM; hit rate 0.22% among 360,000; in the data active = inhibition above about 35%, passing the limit was not always enough; inconclusive = no clear call, values can overlap the other calls; note: plate controls were buffer without enzyme for full effect and enzyme alone for no effect
# FadD28 FP inh: M. tuberculosis FadD28 bisubstrate binding inhibition. inhibition, % at 12.5 µM. AID 588549. FadD28 bisubstrate probe binding, fluorescence polarization. hit rate 0.22% among 360,000; in the data active = inhibition above about 8.5%, passing the limit was not always enough; inconclusive = no clear call, values can overlap the other calls
# CCHF vOTU inh: CCHFV vOTU protease inhibition | Pep-AMC fluorescence | inhibition, % at 11.5 µM | hit rate 0.55% among 370,000; note: 0% = vehicle wells with enzyme and 100% = no enzyme wells
# * = called active by the depositor; ? = inconclusive; · = not tested or not shown; & = joins results of further samples. Cut-off read from the data, not from the text of the source, unless noted: active = inhibition above about 30%; inactive = the rest.
SMILES,Mtb BioA inh,VHR inh abs,MazF activator,Rv3671c protease,Mtb FBA inh,GDH-TPI inh,UGM FP inh,BoNT-F LC inh,FadD28 FP inh,CCHF vOTU inh
O=C(Nc1ccc(N2CCCC2)c(Cl)c1)c1ccccc1[N+](=O)[O-],·,-2,4,-1,2,9,-2.2,-3,-5.3,0
CC(C)C[C@H](NC(=O)c1nc[nH]c1C(=O)NCc1ccccc1)C(=O)OCc1ccccc1,-0.4,25,-11,-13,3,10,-3.7,-12,-1.0,20
Cc1nnc(SCC(=O)N2CCCCCC2)n(N)c1=O,·,-17,-2,-8,-1,8,0.7,-1,-1.4,-6
COc1ccc(/C=C/C(=O)NCC2COc3ccccc3O2)cc1OC (stereo not given),·,15,5,-8,7,0,-1.6,-2,-4.2,4
COc1ccc(CN2CCNC(=O)C2CC(=O)NCc2ccc(C)s2)c(OC)c1 (stereo not given),·,-6,-32,8,3,-5,3.6,-1,-0.2,2
CCOC(=O)Nc1cc2c(c(N)n1)N=C(c1ccccc1)CN2,·,·,-23,·,3,19,·,-3,-0.2,6
COc1ccccc1NC(=O)N1CCC(c2nc3ccccc3o2)CC1,·,36,5,-6,2,2,3.1,-4,0.2,-8
Nn1c(SCc2ccccc2)nnc1-c1ccccn1,1.2,31,13,-2,2,-4,-0.8,-1,-0.6,3
COc1ccc(-n2nnnc2SCC(=O)Nc2cccc(NC(C)=O)c2)cc1OC,-1.0,3,-3,-11,2,-6,-0.4,4,-3.6,-15
CC(C)NC(=O)c1ccc(CONC(=O)OCc2ccccc2)cc1,0.6,·,3,·,-1,-4,·,2,-3.8,3
Cc1[nH]c2ccccc2c1/C=N/Nc1ccc([N+](=O)[O-])cc1,·,5,18,-16,-19,6,-0.7,-136,-1.0,2
Cn1c(C(=O)N[C@@H](C(=O)O)c2ccccc2)cc2cc(F)ccc21,·,10,3,-2,24,7,3.7,?,-1.6,-14
CN=C(Nc1ccc(Cl)cc1)c1cccc(C(F)(F)F)c1,1.3,9,1,-1,-1,7,1.4,-2,0.7,-3
CCOc1cccc(CNCc2ccncc2)c1,-0.3,7,-1,·,-1,1,1.4,-31,-0.2,5
Cc1ccc(C(C)C)c(Oc2cnccn2)c1,-0.7,28,-11,2,-4,0,3.0,-7,·,-12
CCC(=O)NC(c1cccc([N+](=O)[O-])c1)c1c(O)ccc2ccccc12 (stereo not given),·,-4,3,4,-9,7,-2.0,-4,-3.3,0
O=C(c1ccc([N+](=O)[O-])cc1)N1CCN(c2ncccn2)CC1,-1.0,·,5,2,-3,-3,1.3,-2,-1.4,-2
OC(c1ccccc1)c1ncc(-c2cccc(F)c2)[nH]1 (stereo not given),0.1,·,·,·,0,-4,·,-6,0.1,-5
CCCCCc1ccc(CC(=O)Nn2c(C)nc3ccccc3c2=O)cc1,·,2,-2,-22,1,7,-0.2,-16,-1.4,23
Cc1c(C(=O)OC(C)C(=O)N(C)Cc2ccccc2)oc2ccccc12 (stereo not given),-0.5,·,-2,4,3,2,3.9,6,-2.6,28

# A draw from above in order of molecular weight, falling.
SMILES,Mtb BioA inh,VHR inh abs,MazF activator,Rv3671c protease,Mtb FBA inh,GDH-TPI inh,UGM FP inh,BoNT-F LC inh,FadD28 FP inh,CCHF vOTU inh
COc1ccccc1NC(=O)N1CCC(c2nc3ccccc3o2)CC1,·,36,5,-6,2,2,3.1,-4,0.2,-8
CN=C(Nc1ccc(Cl)cc1)c1cccc(C(F)(F)F)c1,1.3,9,1,-1,-1,7,1.4,-2,0.7,-3
CCOC(=O)Nc1cc2c(c(N)n1)N=C(c1ccccc1)CN2,·,·,-23,·,3,19,·,-3,-0.2,6
Cc1[nH]c2ccccc2c1/C=N/Nc1ccc([N+](=O)[O-])cc1,·,5,18,-16,-19,6,-0.7,-136,-1.0,2
Nn1c(SCc2ccccc2)nnc1-c1ccccn1,1.2,31,13,-2,2,-4,-0.8,-1,-0.6,3
OC(c1ccccc1)c1ncc(-c2cccc(F)c2)[nH]1 (stereo not given),0.1,·,·,·,0,-4,·,-6,0.1,-5
Cc1ccc(C(C)C)c(Oc2cnccn2)c1,-0.7,28,-11,2,-4,0,3.0,-7,·,-12

# Reformatted with bars between the fields: two of the compounds above
SMILES | Mtb BioA inh | VHR inh abs | MazF activator | Rv3671c protease | Mtb FBA inh | GDH-TPI inh | UGM FP inh | BoNT-F LC inh | FadD28 FP inh | CCHF vOTU inh
Cc1nnc(SCC(=O)N2CCCCCC2)n(N)c1=O | · | -17 | -2 | -8 | -1 | 8 | 0.7 | -1 | -1.4 | -6
Cc1ccc(C(C)C)c(Oc2cnccn2)c1 | -0.7 | 28 | -11 | 2 | -4 | 0 | 3.0 | -7 | · | -12

# Remaining list, next part:
SMILES,Mtb BioA inh,VHR inh abs,MazF activator,Rv3671c protease,Mtb FBA inh,GDH-TPI inh,UGM FP inh,BoNT-F LC inh,FadD28 FP inh,CCHF vOTU inh
CC(O)Cn1cnc2c1c(=O)n(C)c(=O)n2C (stereo not given),0.1,-15,13,-9,-3,4,1.9,6,-0.3,-2
COc1ccc(C(C)(C)C)cc1S(=O)(=O)N1CCN(C)CC1,-0.7,14,6,9,-1,6,-0.8,2,-0.8,2
CCn1cc(C(=O)N2CCN(c3ccc(C(C)=O)cc3)CC2)c2cc(OC)c(OC)cc2c1=O,6.8,37,10,3,2,36*,5.3,-2,-1.6,5
O=C(Nc1ccc(Cl)cc1)c1nc[nH]c1C(=O)Nc1ccccc1F,·,·,-56,·,-2,2,·,2,-3.5,-1
Cc1sc2nc(SCC(=O)c3cccs3)n(Cc3ccco3)c(=O)c2c1C,-1.2,27,-3,-8,0,8,-0.3,-1,-1.9,18
CCC1CCCCN1C(=O)COc1ccc(S(=O)(=O)N2CCOCC2)cc1Cl (stereo not given),-0.5,·,-1,-9,0,1,-2.0,0,-1.7,2
COc1nc(-c2cnccn2)sc1C,·,9,11,-1,7,3,3.7,-1,0.3,9
CCCCC(=O)OCC(=O)Nc1ccc(OC(F)F)cc1,-0.1,17,-28,3,6,-4,2.8,-6,-1.8,0
CCOC(=O)C1CCN(CC(=O)Nc2c(C(=O)OC)[nH]c3cccc(Cl)c23)CC1,-0.5,15,13,-5,4,7,-3.8,1,0.4,-13
CCOC(=O)c1ccc(S(=O)(=O)NCCN(CC)CC)cc1,·,6,-15,0,0,3,-0.1,-2,-0.9,4
Cc1c(N=C2SCC(=O)N2c2c(C)n(C)n(-c3ccccc3)c2=O)c(=O)n(-c2ccccc2)n1C,-1.1,-12,4,6,2,-2,0.6,-7,0.5,8
Cc1ccn2c(NCc3ccccc3)c(-c3cccc(SC4CCCCC4)c3)nc2c1,-6.5,·,-2,11,28*,13,3.6,-8&-9,-0.2,-5&25
Cn1ccnc1COc1ccc(C=O)cc1,0.6,9,3,6,-6,-6,0.8,0,-1.9,-14
CC1=NN(C(=O)c2ccc(C)o2)C(O)(c2ccccc2)C1 (stereo not given),-0.4,-3,-1,1,3,1,0.6,0,-1.6,5
Cc1[nH]c2ccccc2c1C(=O)CN1CCCCC1CCO (stereo not given),-2.2,12,6,-3,1,0,-1.0,11,-6.0,11
COc1c(C)cc(S(=O)(=O)N2CCCC2)c(C)c1C,0.7,13,4,-10,1,9,-1.5,-5,0.5,0
Cn1c(=O)c2c(nc(CN3CCN(c4ccccc4F)CC3)n2CCN2CCOCC2)n(C)c1=O,0.9,26,1,-6,-1,-4,-0.4,2,-3.9,7
O=C(COC(=O)CCS(=O)(=O)c1ccc(Cl)cc1)Nc1ncc(Cl)cc1Cl,-1.2,26,-9,1,5,11,1.5,-9,-2.6,-2
O=C(O)C1CC(=O)N(Cc2ccc(F)cc2)C1 (stereo not given),-0.3,44,3,1,2,-5,1.2,-10,-4.4,7
CS(=O)(=O)N(CC(=O)N1CCCC1)c1cccc(C(F)(F)F)c1,0.9,·,7,·,-2,6,·,-2,-1.1,7
Cc1cccc(C)c1NC(=O)CSc1nnc(NC(=O)c2ccccc2C(=O)O)s1,-1.4,30,10,-3,2,2,-1.5,-1,-2.6,7
CCN(Cc1cc2ccccc2[nH]c1=O)C(=O)C(C)C,-3.6,15,7,-2,0,10,0.4,-8,-0.4,0
CCOC(=O)c1cc(C(O)(C(F)(F)F)C(F)(F)F)c(/N=C/N(C)C)o1,18,14,-1,-4,-1,10,3.9,-5,0.1,-22
CCCSc1ccc([C@H]2N[C@@](CC(C)C)(C(=O)OC)[C@H]3C(=O)N(CC)C(=O)[C@@H]23)cc1,-1.6,·,5,1,5,9,-1.0,-1,-1.1,4
COc1ccc(F)cc1-c1cc(NC=O)c2ncc(-c3cccc(C(=O)N(C)C)c3)n2c1,1.4,·,·,·,4,15,·,-6,-0.5,-2
O=C(COC(=O)c1ccccc1Cl)NCCC1=CCCCC1,·,5,-3,2,5,-6,-2.5,-24,-0.5,10
NC(=O)C1CN(C(=O)c2cccc(S(=O)(=O)N3CCc4ccccc43)c2)c2ccccc2O1 (stereo not given),1.8,·,9,-9,0,4,5.6,2,-2.6,20
CC(NC(=O)COC(=O)c1cc([N+](=O)[O-])ccc1N1CCOCC1)c1ccc(F)cc1 (stereo not given),·,·,2,1,-4,19,0.1,3,-2.8,6
c1ccc(CN2CCN(Cc3cn4cccnc4n3)CC2)cc1,·,29,-6,6,8,0,2.4,-4,·,2
C[C@@]12CCC=C[C@H]1[C@H](c1ccc(F)c(/C=C/c3ccccc3)c1)N(Cc1ccccc1)C2=O,3.4,0,-5,-5,6,23,0.2,0,-0.8,8
Cc1cccc(/C=C/c2onc(C)c2S(=O)(=O)N2CCC(C(=O)NC(C)C)CC2)c1,-2.3,21,10,-3,0,8,-0.1,-1,-0.5,17
CCOc1ccc(-c2nnc(NC(=O)COc3ccccc3F)o2)cc1,0.3,·,-2,·,1,-5,·,-1,0.3,7
COCC1CCCCN1C(=O)c1ccc2oc(CCc3ccccc3)nc2c1 (stereo not given),1.4,-12,-3,-3,3,6,2.0,-5,-1.3,13
CC(=O)N1C=CN(C(C)=O)C(c2cn(C)c3ccccc23)C1c1cn(C)c2ccccc12 (stereo not given),0.4,-4,-3,8,-4,-1,-1.7,-13,-3.3,-1
CCC(C)(C)n1nnnc1CN1CCN(c2nc3ccc(C)cc3cc2C#N)CC1,·,-5,0,-7,4,-2,1.4,-9,-0.8,5
COc1ccc(CCNC(=O)COc2ccc([N+](=O)[O-])cc2)cc1,-0.5,26,6,-7,-1,6,-1.0,-5,-0.5,-11
Cc1csc(SCC(=O)NCc2cccc(Cl)c2)n1,·,13,-5,1,4,3,0.3,-5,-1.0,-2
CCN(CC)CCCN1C(=O)C(=O)/C(=C(/O)c2cc(C)ccc2C)C1c1cccnc1 (stereo not given),-2.0,25,-7,-5,3,14,-3.2,4,-0.8,0
Cc1cccc(-c2noc(-c3ccccc3C(=O)NCC3CCCO3)n2)c1 (stereo not given),0.1,-8,5,4,5,7,-1.9,-4,0.8,6
COc1ccc(/C(N)=N/OC(=O)CC2CCCCC2)cc1OC,0.8,20,-1,-9,-1,6,-0.8,10,0.6,2
CC(C)C[C@H](NC(=O)c1[nH]cnc1C(=O)N[C@@H](C)C(=O)OC(C)(C)C)C(=O)OC(C)(C)C,7.5,0,0,-6,-4,-2,0.4,-6,-5.1,30*

# Bioassay records (PubChem)
